TPT1 inh: inhibitors of Candida albicans tRNA 2'-phosphotransferase TPT1 | recombinant caTPT1, FP RNA substrate dephosphorylation | hit rate 0.81% among 300,000 | AID 1962 | inhibition, % at 5 µM;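 active means inhibition above the mean of all tested compounds plus 3 SD, set per screening campaign, cut at about 24% in these data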;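 further: plate controls were DMSO alone for no effect and ferristatin control at 100 nM for full effect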
EBNA-1 inh: blocks EBNA-1 binding to DNA. hit rate 0.34% among 300,000. EBNA-1 DNA binding, fluorescence polarization. inhibition, % at 14.8 µM; in the data active means inhibition above about 28%
Efflux pump inh: inhibitors of Candida antifungal efflux pumps expressed in yeast; S. cerevisiae Candida pump triplex, Nile Red efflux; AID 485275; inhibition, % at 10 µM; hit rate 0.44% among 330,000;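 active means plate passing quality check with inhibition over a set limit, or well fluorescence over plate mean plus 4 SD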;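 further: Nile Red retained in pooled yeast measured as flow cytometry median fluorescence; 0% = buffer negative control and 100% = Enniatin B positive control; higher means more Nile Red kept so more efflux inhibition; some compounds called inactive have numbers as strong as hits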
Fh CTSL1 inh: cathepsin L1 inhibition, PFM18AAP counter-screen; recombinant F. hepatica cathepsin L1, Z-Leu-Arg-MCA fluorescence; hit rate 0.49% among 300,000; inhibition, % at 5.96 µM; AID 1906;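 active means inhibition above the mean of all tested compounds plus 3 SD, set per screening campaign, cut at about 17% in these data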;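 further: 0% = plate median of test compound wells and 100% = 1 µM Z-Phe-Ala-diazomethylketone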
HCV core dimer: HCV core protein dimerization inhibition. TR-FRET GST/Flag-core106 dimerization, 1536-well. inhibition, % at 5 µM. hit rate 0.33% among 300,000. AID 1899;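 active means inhibition above the mean of all tested compounds plus 3 SD, set per screening campaign, cut at about 45% in these data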
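Assay system: tagged HCV core106 pair (GST and Flag); medium: KF-containing HEPES buffer, pH 7.45, DTT, CHAPS, BSA; also added: Eu donor and XL665 acceptor anti-tag antibodies; dosing: 5 µM single dose; timing: compound-protein-antibody incubation 4 h at 22.5 °C; signal: TR-FRET 671 and 617 nm emission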
ZTA DNA inh: blocks Epstein-Barr virus ZTA, an EBNA-1 counter-screen. P03206. ZTA-DNA binding, fluorescence polarization. inhibition, % at 11 µM. hit rate 0.15% among 320,000; in the data active means inhibition above about 33%
PREPL inh: inhibitors of human prolyl oligopeptidase-like enzyme PREPL; inhibition, % at 5.96 µM; hit rate 0.68% among 320,000; AID 2751; Q4J6C6; recombinant PREPL, fluorescence polarization activity-based probe; in the data active means inhibition above about 43%;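 further: 0% = enzyme with DMSO and 100% = wells lacking enzyme; many of its hits are not listed in these tables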
Target sequence (Q4J6C6 whole entry, looked up): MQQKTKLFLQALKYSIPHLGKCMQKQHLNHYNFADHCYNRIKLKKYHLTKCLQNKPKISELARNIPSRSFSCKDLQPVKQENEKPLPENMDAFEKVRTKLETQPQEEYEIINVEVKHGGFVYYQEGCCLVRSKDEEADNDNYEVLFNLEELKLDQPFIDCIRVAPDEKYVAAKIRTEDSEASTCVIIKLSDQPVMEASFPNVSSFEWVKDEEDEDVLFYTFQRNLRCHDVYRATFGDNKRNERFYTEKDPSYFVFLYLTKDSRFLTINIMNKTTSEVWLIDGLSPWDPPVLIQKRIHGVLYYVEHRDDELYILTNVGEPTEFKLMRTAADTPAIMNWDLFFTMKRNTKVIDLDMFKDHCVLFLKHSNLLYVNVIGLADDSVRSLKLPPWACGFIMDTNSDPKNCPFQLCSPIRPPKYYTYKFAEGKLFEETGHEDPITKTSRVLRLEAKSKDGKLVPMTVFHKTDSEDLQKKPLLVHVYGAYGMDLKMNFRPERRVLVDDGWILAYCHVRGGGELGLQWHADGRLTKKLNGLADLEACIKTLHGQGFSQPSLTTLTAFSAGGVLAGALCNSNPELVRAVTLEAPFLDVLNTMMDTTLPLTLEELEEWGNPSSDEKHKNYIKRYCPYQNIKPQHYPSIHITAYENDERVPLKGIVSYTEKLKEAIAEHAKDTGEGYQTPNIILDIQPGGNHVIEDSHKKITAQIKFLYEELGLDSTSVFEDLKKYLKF
PP1 inh: counter-screen for PP5 inhibitors: inhibitors of human PP1-alpha. P62136. purified PP1alpha, OMFP fluorescence. inhibition, % at 6.7 µM. hit rate 0.9% among 320,000;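 active means inhibition above the mean inhibition of all tested compounds plus 3 SD, computed separately for each screening campaign, cut at about 15% in these data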
Target sequence (P62136 whole entry, looked up): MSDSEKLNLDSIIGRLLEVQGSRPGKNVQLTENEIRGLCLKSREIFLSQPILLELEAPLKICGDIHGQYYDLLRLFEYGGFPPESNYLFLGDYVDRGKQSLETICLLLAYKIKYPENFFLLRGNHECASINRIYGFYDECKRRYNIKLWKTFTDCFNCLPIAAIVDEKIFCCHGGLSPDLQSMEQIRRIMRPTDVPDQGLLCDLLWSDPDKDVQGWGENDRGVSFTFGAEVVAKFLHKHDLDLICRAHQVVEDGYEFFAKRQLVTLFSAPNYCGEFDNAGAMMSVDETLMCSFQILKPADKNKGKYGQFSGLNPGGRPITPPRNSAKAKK
PP5 primary: inhibitors of human protein phosphatase 5 (PP5); P53041; purified PP5c, OMFP substrate fluorescence; inhibition, % at 6.7 µM; hit rate 0.18% among 320,000; AID 1987;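 active means inhibition above the campaign's mean inhibition across all tested compounds plus 3 SD, cut at about 9.5% in these data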;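 further: 0% = DMSO only and 100% = 100 µM cantharidin control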
* marks the source's active call; other numbers are inactive results; · = not tested or not shown. The list is partial. The share of hits here may be higher or lower than overall.

smiles,Fh CTSL1 inh,ZTA DNA inh,TPT1 inh,PREPL inh,PP5 primary,Efflux pump inh,PP1 inh,HCV core dimer,EBNA-1 inh
COC(=O)C1=C(C)Nc2sc(C(N)=O)c(N)c2C1c1ccncc1 (centres undefined),7.7,-4.2,-0.2,-1.7,-1.6,0.0,-4.1,-3.4,1.3
NCCCC(N)(C(=O)O)C(F)F (centres undefined),0.3,-0.8,-2.5,-12.0,1.3,-0.1,-2.2,0.5,0.6
COc1cccc(-c2cc(C(=O)N3CCN(Cc4ccccc4)CC3)no2)c1,3.3,1.6,0.4,-4.9,2.1,0.0,3.6,6.0,-5.7
C=CCNC(=O)/C(C#N)=C/c1ccc(SC)cc1,2.3,-5.8,1.7,8.0,-1.5,0.1,-1.3,-0.6,-23.4
COc1ccccc1NS(=O)(=O)c1ccc(S(=O)(=O)N2CCOCC2)cc1,-6.3,-10.4,6.4,-1.6,1.8,0.2,0.5,-0.2,-9.5
O=C1CCN(CCc2ccccc2)CCN1CCOc1ccccc1,3.0,0.4,-1.1,-11.7,0.0,-0.1,-1.5,0.1,-1.0
CC(=O)Nc1nnc(-c2ccco2)o1,-6.5,-7.4,3.4,8.5,-2.4,0.0,-2.2,-3.9,-9.8
CCOC(=O)N1CCN(C(=O)C(CC(C)C)NC(=O)C2CCCCC2)CC1 (centres undefined),10.8,8.9,-4.6,-7.7,-3.2,0.0,-1.8,6.2,2.5
COCCNC(=S)N(CCc1c(C)[nH]c2ccc(C)cc12)Cc1ccco1,1.3,3.5,1.7,3.3,3.4,-0.1,3.4,0.1,-3.7
COc1ccccc1/C=C/C(=O)NC(=S)Nc1ccc(S(=O)(=O)N(C)c2ccccc2)cc1,5.4,5.3,-0.8,10.6,-0.2,0.1,5.9,38.7,15.5
CC(C)(C)NC(=O)C(=O)NNC(=O)c1ccccc1,7.7,-2.4,-3.2,-1.3,-0.9,0.1,-3.5,-3.8,-0.2
Cc1onc(-c2ccccc2)c1C(=O)N/N=C/c1cc2c(cc1Cl)OCO2,5.0,0.9,-2.9,-5.8,1.9,-0.1,2.2,0.3,2.1
O=C(NCCN1CCOCC1)c1cc(Sc2ccc(F)cc2F)nc2ccccc12,-0.6,-3.4,0.5,-0.6,-0.1,-0.2,1.6,0.3,4.2
O=C(C1=NN[C@@H]2C(=O)N(c3cccc(F)c3)C(=O)[C@H]12)c1cnccn1,-2.1,2.3,-0.4,-3.4,1.4,0.2,-5.3,-1.2,-17.4
CCC(C)(C)n1nnnc1CN(Cc1ccc(Cl)cc1)Cc1ccco1,-2.9,-11.5,-7.0,35.5,3.8,-0.2,2.1,5.2,4.4

Individual results from the results shown.
Result of O=C(NCCN1CCOCC1)c1cc(Sc2ccc(F)cc2F)nc2ccccc12 in Efflux pump inh: -0.2
Result of O=C(C1=NN[C@@H]2C(=O)N(c3cccc(F)c3)C(=O)[C@H]12)c1cnccn1 in EBNA-1 inh: -17.4

Next section:
smiles,Fh CTSL1 inh,ZTA DNA inh,TPT1 inh,PREPL inh,PP5 primary,Efflux pump inh,PP1 inh,HCV core dimer,EBNA-1 inh
Cc1ccc2nc3c(cc2c1)c(NC(=O)C1CCCO1)nn3CC(C)C (centres undefined),0.1,0.7,-1.2,-0.8,0.1,-0.1,-1.0,-8.1,5.3
COc1ccc(-c2nc(=S)[nH][nH]2)cc1,-2.2,-4.2,1.2,8.4,3.2,0.0,-1.9,-5.3,-6.3
Cn1nc(-c2ccc(NCCO)c([N+](=O)[O-])c2)c2ccccc2c1=O,-1.1,-8.7,-5.1,4.5,2.9,-0.1,-0.6,2.4,0.8
COc1ccc(S(=O)(=O)N2CCCC2C(=O)Nc2nc3c(s2)CCCC3)cc1 (centres undefined),6.8,-10.9,0.8,16.2,0.4,0.2,1.4,14.5,-14.1
COc1ccc(OC)c(S(=O)(=O)N2CCCC(C(=O)NCc3ccncc3)C2)c1 (centres undefined),-0.8,-7.1,-4.9,20.1,0.8,-0.1,5.1,-23.8,-3.5
CS(=O)(=O)NCCNc1ncc(C(F)(F)F)cc1Cl,-1.2,-0.8,0.6,-8.6,2.9,0.5,-6.2,-2.1,-17.5
O=C(CCCC(=O)OCC(=O)c1ccc(Cl)cc1)NC1CCCCC1,-28.1,-22.3,-2.4,11.9,-1.6,-0.1,3.7,0.9,-9.1
CCN(c1ccccc1)S(=O)(=O)c1cc2c(cc1C)n(C)c(=O)c(=O)n2C,-0.7,-4.5,2.2,-0.5,3.0,0.3,-0.9,0.5,-8.1
COc1ccc(-c2cc(C(=O)NN)[nH]n2)cc1,1.5,1.5,-4.3,10.6,2.4,0.3,1.4,-8.8,-1.6
COc1ccc(CCNC(=O)CSc2n[nH]c(N)n2)cc1,0.1,-8.3,-2.0,3.5,0.2,-0.1,0.0,0.3,-12.1
CCN(CC)S(=O)(=O)c1ccc(OCC(=O)NC2CCS(=O)(=O)C2)c([N+](=O)[O-])c1 (centres undefined),-2.1,8.6,1.3,-3.3,-3.9,0.0,-3.4,8.0,-8.4
CCN1C(=O)C(=O)N(CC(=O)Nc2cc(C)ccc2C)C1=O,·,9.4,·,8.9,3.4,-0.1,-3.3,·,·
CC(C)(CO)N=Cc1c(O)[nH]c2ccccc12,0.6,6.8,-5.0,26.9,-0.7,0.0,-1.2,-10.5,7.7
COc1cc(C(=O)OCn2nnc3ccccc3c2=O)cc(OC)c1OC,3.3,-10.1,0.5,-1.1,2.0,-0.1,4.9,-7.4,-3.6
CC(Sc1ccc(Cl)cc1)C(=O)Nc1ccccc1C(=O)N1CCOCC1 (centres undefined),5.0,-7.7,-3.9,18.7,1.6,-0.2,-3.8,-6.8,-1.7
COc1ccc(N(C(=O)c2cccnc2)S(=O)(=O)c2ccc(Cl)cc2)cc1,1.0,-5.1,-2.6,-3.4,-0.8,0.0,-4.0,7.1,3.7
CC(Sc1ncn[nH]1)C(=O)Nc1cc(C(F)(F)F)ccc1Cl (centres undefined),·,11.8,·,-3.8,-2.1,-0.1,-2.0,·,·
Cc1ccccc1C(=O)N[C@H](C(=O)OCC(=O)c1ccc[nH]1)C(C)C,-4.3,0.6,-1.5,3.4,-1.1,0.0,-3.5,4.0,5.3
COC(=O)CSc1nnc(-c2ccc(OC)c(OC)c2)o1,2.8,-10.6,-3.5,14.7,1.6,0.0,1.8,-5.4,-5.1
O=C(Nc1ccc(-c2ccccc2)cc1)c1ccccc1,-4.3,4.1,1.3,-3.7,0.4,0.0,4.3,5.4,-1.7
COc1cc(C(=O)NCc2nnc(SCC(=O)Nc3cccc(C)c3)o2)cc(OC)c1OC,0.2,0.7,-5.1,-4.3,0.1,-0.1,-1.1,-4.0,3.9
NC(=O)c1sc2nc3c(c(-c4ccccc4)c2c1N)CCC3,-0.4,3.7,-4.0,34.2,2.7,-0.1,-2.9,5.5,4.8
O=C(OCCOc1ccc(Br)cc1)c1cnccn1,-2.0,3.0,-5.7,17.7,-3.5,0.4,1.9,-6.2,-18.4
CCOCCOC(=O)COc1ccc2c(-c3ccccc3)cc(=O)oc2c1,2.7,-1.7,4.0,2.0,2.8,0.5,0.8,0.4,-5.3
Cc1cccc(N2CCN(C(c3ccc(N(C)C)cc3)c3nnnn3C(C)(C)C)CC2)c1C (centres undefined),1.6,17.4,-3.3,3.5,-1.3,-0.1,-0.1,10.7,9.8
CC1(C)CNC(=O)c2sc(NC(=O)CN3CCOCC3)nc2C1,-0.5,0.3,0.4,-5.6,-2.8,-0.2,-1.3,2.8,6.2
CCCCC1(C)OC(=O)C(=Cc2c[nH]c3ccccc23)C(=O)O1 (centres undefined),2.6,0.1,9.1,-5.9,3.1,0.4,-0.8,9.0,-5.0
CCOC(=O)C1CCN(c2c(Nc3ccc4c(c3)OCCO4)c(=O)c2=O)CC1,-1.7,-10.9,1.3,14.3,1.4,0.3,11.6,1.4,-12.6
CC1CCCN(C(C(=O)Nc2ccc3c(c2)OCCO3)c2ccccc2)C1 (centres undefined),2.2,4.9,-3.9,6.8,0.2,0.1,1.6,3.5,3.6
Cc1ccc(NC(=O)CSCC(=O)N(C)CC(=O)Nc2cccc(F)c2)cc1,-3.8,-0.2,2.2,-1.5,0.9,0.1,-2.9,-4.5,-5.6
CC(C)(C)OC(=O)CN1C(=O)C(Sc2n[nH]c(-c3ccccc3)n2)CCc2ccccc21 (centres undefined),0.0,23.6,-0.8,19.6,3.5,0.0,-0.8,3.9,2.3
CN1CCN(/N=C/c2ccc(C#N)cc2)CC1,2.0,-15.0,-2.4,12.0,5.1,-0.3,-1.3,-3.9,5.4
Cc1c(Cl)c(C(=O)NNC(=S)Nc2ccc(F)cc2)nn1C,0.3,3.6,-2.0,-1.2,1.5,0.4,-0.9,-3.1,-1.7
COc1ccc(C(=O)NC(=S)Nc2ccc3[nH]c(=O)[nH]c3c2)c(OC)c1,1.5,-16.0,-3.1,21.8,-2.1,0.1,-0.8,44.9,-6.5
CCCn1c(=O)c2c(nc3n2CCCN3CCc2ccc(OC)c(OC)c2)n(C)c1=O,-0.3,-9.7,3.8,6.9,2.6,0.5,-1.8,-12.0,1.5
COc1ccc(C)cc1NC(=O)c1ccc(S(=O)(=O)N2CCCCC2)cc1,1.8,-20.7,-2.9,11.7,2.6,0.1,6.0,-5.7,0.1
COC(=O)CSc1nnc(CNS(=O)(=O)c2ccc(C)cc2)n1C,-2.5,-16.2,-3.3,-2.7,0.2,-0.2,-2.4,-5.1,-1.2
CC(C)CCN1CC(C(=O)NCc2ccccc2)CC1=O (centres undefined),-4.6,-4.5,1.4,1.3,0.3,-0.1,-6.5,5.1,-7.5
O=C(CSc1nnc(-c2ccccc2F)n1C1CC1)Nc1ccc2[nH]c(=O)[nH]c2c1,-17.5,-7.0,6.2,7.5,-2.4,0.1,-4.5,-2.0,-6.8
COCCn1c(Cc2cccn2C)nnc1SCC(=O)NCc1ccc2c(c1)OCO2,1.2,-13.2,1.0,12.4,2.1,-0.1,1.6,-16.5,0.3
COc1ccccc1CNC(=O)N1CCN(c2ccccc2Cl)CC1,-1.0,-1.0,1.9,-9.4,2.8,0.0,-0.1,-5.0,-8.3
O=C(Nc1ccccc1-c1nc2ccccc2[nH]1)c1ccc(N2C(=O)CCC2=O)cc1,9.6,-16.5,2.8,-6.3,-9.3,-0.2,-4.6,3.0,-14.2
C=CCn1c(SCC(=O)c2ccc(Cl)cc2)nnc1-c1ccc2c(c1)OCO2,-9.3,14.8,-3.0,-1.5,3.1,0.5,-1.3,5.8,-16.4
CS(=O)(=O)c1ccc2nc(NC(=O)Nc3ccc(Cl)c(Cl)c3)sc2c1,0.2,16.7,-2.8,0.8,-1.7,-0.1,-2.3,3.1,6.5
CC(C)C[C@@H]1NC(=O)N(CCCn2ccnc2)C1=O,-1.6,-3.7,-5.2,1.7,-2.4,-0.1,-0.9,-2.3,-1.1
COc1cccc2sc(N(CCCN(C)C)C(=O)CCS(=O)(=O)c3ccccc3)nc12,52.7*,7.6,-2.6,-4.3,1.0,0.1,-0.6,-4.9,-0.8
CCn1c(=O)cc(SCC(=O)N2CCCCC2)c2ccccc21,0.2,4.6,-3.7,12.9,1.6,-0.1,-4.6,-1.9,14.3
COc1cccc(CNC(=O)C2CCCN(S(=O)(=O)c3cnc[nH]3)C2)c1 (centres undefined),-2.4,17.1,-0.1,-1.6,0.4,0.0,-7.3,-0.2,6.1
